Assay outcomes from PubChem.
FEN1 inh: human FEN1 inhibition; Potency, µM (top dose mostly 114 µM), for inactives: top-dose activity change, negative = inhibition, most hits filed as inhibitors; 390,000 tested, 0.35% active; Recombinant FEN1 flap cleavage, fluorescence, 15 min; note: nearly all actives have a fitted effect of over 65% in size
Target sequence (P39748 whole entry, looked up): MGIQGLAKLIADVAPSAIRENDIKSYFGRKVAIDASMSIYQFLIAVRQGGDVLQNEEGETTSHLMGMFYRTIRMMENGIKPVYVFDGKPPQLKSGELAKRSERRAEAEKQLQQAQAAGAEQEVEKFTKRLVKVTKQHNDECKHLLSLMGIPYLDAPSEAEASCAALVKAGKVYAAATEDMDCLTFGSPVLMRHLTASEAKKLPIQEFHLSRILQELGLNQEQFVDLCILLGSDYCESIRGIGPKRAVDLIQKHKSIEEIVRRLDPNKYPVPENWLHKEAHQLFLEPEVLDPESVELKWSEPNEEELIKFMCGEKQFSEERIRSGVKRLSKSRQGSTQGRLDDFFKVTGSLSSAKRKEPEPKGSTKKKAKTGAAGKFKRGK
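Reaction started by adding substrate (50 nM final) to 10 nM enzyme after 15 min room-temperature compound preincubation. Reads at 0 and 15 min, with data normalized and fitted to a four-parameter Hill equation.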
GCN5L2 inh: blocks human GCN5L2 histone acetyltransferase | Q92830 | GCN5L2 HAT assay, ThioGlo1 CoA-SH fluorescence | Potency, µM (doses to about 58.9 µM), inactives show at the highest dose activity change, negative = inhibition, actives largely listed as inhibitors | 390,000 tested, 0.21% active
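Fluorescence readout, Ex340nm/Em540nm: ThioGlo1 (50uM final) reacts with free CoA thiol released as 20nM GCN5L2 acetylates H3(1-25) peptide (75uM) using acetyl-CoA (70uM). Compound and enzyme sat 15 min beforehand; 20 min room-temperature reaction.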
DT40 TDP1 CPT: DT40-hTDP1 cell growth loss with CPT. chicken DT40 Tdp1-/-;hTDP1 cells + 20 nM CPT, ATP luminescence, 48 h. Potency, µM (highest dose often 46.2 µM), inactives show top-dose activity change, negative = growth inhibition, most hits filed as inhibitors. 420,000 tested, 12% active. AID 686979; note: nearly all actives have a fitted effect of over 55% in size
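Cell growth measured by CellTiter-Glo luminescence after a minimum 48 h, 37 C compound exposure with 20 nM CPT in Tdp1-knockout DT40 cells stably expressing hTDP1, seeded 400/well; qHTS titration format.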
Active calls of the source: *; u = inconclusive; x = no result given; & = joins results of further samples; [ ] = dose if it differs, or a comment. Calls come from the whole dose curve; as a rule, active = well fitted curve in the direction sought with a large enough effect; inconclusive = small, poorly fitted or top-dose-only effect, or another doubt; inactive = no such curve, though single readings can be large; an effect the other way counts as inactive or inconclusive. % is set by controls: 0 for no effect and ±100 for the full control effect; potency is the fitted concentration of half-maximal effect. An excerpt (hit frequency here may not be typical).

Every second line gives: DT40 TDP1 CPT, FEN1 inh, GCN5L2 inh
Cc1ccc(C(O)(c2ccccc2)c2ccccc2C(C)N(C)C)c(C)c1 (stereo not given)
    u, -16%, u
CCn1ncc(N2CCOCC2)c(Cl)c1=O
    -22%, -12%, 2%
COC(=O)c1c(NC(=O)COC(=O)CC(NC(C)=O)c2ccccc2)sc(C)c1C (stereo not given)
    -6%, -2%, 0%
CNc1nc(NC)nc(NNC(=O)c2ccccc2)n1
    13%, -1%, x
CCc1nnc(NC(=O)C2=CCN(S(=O)(=O)c3ccc(F)cc3)CC2)s1
    7%, -23%, -1%
CC(C)CC(NC(N)=O)C(=O)OCC(=O)Nc1ccc(OC(F)F)cc1 (stereo not given)
    23µM*, 0%, -12%
CCn1c(SCC(=O)Nc2sccc2C(N)=O)nnc1C1CC1
    1%, 14%, -3%
COc1cccc(-c2cc(C(=O)Nc3cccnc3)c3ccccc3n2)c1
    u, -11%, -2%
O=C(Nc1ccc(Oc2ccccc2)cc1)c1ccc(F)c(S(=O)(=O)N2CCN(c3ccccc3F)CC2)c1
    5.8µM*, -2%, -4%
CNC(=O)NC(=O)C(C)OC(=O)CCCc1nc2ccccc2s1 (stereo not given)
    0%, 2%, -1%
Cc1ccccc1NC(=O)CSC1=C(C#N)C(c2ccsc2)CC(=O)N1 (stereo not given)
    u, -7%, -3%
CN(Cc1ccccc1F)C(=O)c1ccc(NC(=O)CC2SC(N3CCCCC3)=NC2=O)cc1 (stereo not given)
    u, 34%[activator], x
COC(=O)CN(c1cc([N+](=O)[O-])ccc1OC)S(C)(=O)=O
    27%, -4%, -9%
O=C1NC(=S)S/C1=C\c1cccc([N+](=O)[O-])c1
    u, u, x
O/N=C/c1ccc2cccc(O)c2n1
    0%, -16%, -3%

One compound at a time, as listed above:
O=C1NC(=S)S/C1=C\c1cccc([N+](=O)[O-])c1 reads DT40 TDP1 CPT: u; FEN1 inh: u; GCN5L2 inh: x
CCn1ncc(N2CCOCC2)c(Cl)c1=O reads DT40 TDP1 CPT: -22%; FEN1 inh: -12%; GCN5L2 inh: 2%

The results go on.
Every second line gives: DT40 TDP1 CPT, FEN1 inh, GCN5L2 inh
CC(c1ccc(F)cc1)n1c(-c2cccs2)n[nH]c1=S (stereo not given)
    2%, 3%, 11%
CC(C)CCNC(=O)C1CCC(CNS(=O)(=O)c2cccc3nsnc23)CC1 (stereo not given)
    u, -4%&0%, -5%&1%
CCOCCCNC(=O)C(c1ccc(Cl)cc1)N(Cc1cccs1)C(=O)CNC(C)=O (stereo not given)
    -9%, 5%, 3%
O=C(Nc1nnc(SCCC2OCCO2)s1)C1CC(=O)N(c2ccccc2)C1 (stereo not given)
    -14%, 16%, -27%
COCCNC(=O)Cn1nc(Cc2ccncc2)c2ccccc2c1=O
    -6%, -2%, -15%
O=C(O)CSc1nnc2n(-c3ccccc3)c(=O)c3ccccc3n12
    8%, 5%, -3%
O=C(COC(=O)/C=C/c1ccco1)Nc1ncc(Cl)cc1Cl
    -10%, 8%, -13%
COc1cccc(C2C(C(=O)Nc3ccc(C)cc3C)=C(C)Nc3ncnn32)c1OC (stereo not given)
    0%, 1%, -6%
CCOc1ccc(Cn2nnc(-c3ccc(S(C)(=O)=O)cc3)n2)cc1OCC
    -11%, -12%, -3%
O=C(CNC(=S)N(Cc1ccccc1)Cc1ccccc1F)NCCc1ccccc1
    -24%, 8%, -9%
CCOc1ccc(Cl)cc1CNCCCSc1ncccn1
    -8%, 18%, 5%
CCN1C(=O)C(=O)N(CC(=O)N(C)CC(=O)Nc2ccccc2C(F)(F)F)C1=O
    0%, 2%, 0%
CCOC(=O)N1CCC(NC(=O)c2ccc3c(c2)N(Cc2ccc(F)cc2)C(=O)c2ccccc2S3=O)CC1 (stereo not given)
    16µM*, 2%, -7%
COC(=O)c1ccccc1NC(=O)CSc1nnnn1-c1ccc(C)cc1C
    u, 5%, -9%
Nc1ccc2nc(CCCO)[nH]c2c1
    -13%, 1%, 15%

Nothing new here: an excerpt of the list.
Every second line gives: DT40 TDP1 CPT, FEN1 inh, GCN5L2 inh
CC(c1ccc(F)cc1)n1c(-c2cccs2)n[nH]c1=S (stereo not given)
    2%, 3%, 11%
CC(C)CCNC(=O)C1CCC(CNS(=O)(=O)c2cccc3nsnc23)CC1 (stereo not given)
    u, -4%&0%, -5%&1%

(list continues)
Every second line gives: DT40 TDP1 CPT, FEN1 inh, GCN5L2 inh
C=CCn1c(-c2cccc(OC)c2)n[nH]c1=S
    4%, -4%, 2%
COC(=O)Cc1c(O)ccn(Cc2ccc(OC)c(OC)c2)c1=O
    -2%, -1%, -10%
CC(CCc1ccccc1)NC(=O)/C=C/c1ccccc1 (stereo not given)
    -6%, -12%, -2%
Cc1[nH]c2ccccc2c1N=Nc1ccc(F)cc1
    u, u, 0%
COc1ccc(OC)c(-n2cnc3cc(C(=O)NCCc4ccccc4)ccc32)c1
    u, -13%, -7%
O=C(Nc1nccs1)c1ccc(Cl)c(S(=O)(=O)N2CCCCC2)c1
    10%, -7%, x
O=C(O)COCC(=O)NC1CCN(Cc2ccccc2)CC1
    4%, -7%, 1%
COc1ccc(N2CCN(C(c3ccccc3)c3nnnn3C(C)C)CC2)cc1 (stereo not given)
    u, 3%, x
CC(=O)Nc1ccc(NC(=O)CCc2c(C)noc2C)cc1
    1%, -2%, -7%
Cc1cc([N+](=O)[O-])cc(/C=N/n2c(C)nc3ccccc3c2=O)c1O
    u, -6%, -5%
Cc1ccc(C)c(NC(=O)COC(=O)CC2c3ccccc3CCN2S(=O)(=O)c2ccc(F)cc2)c1 (stereo not given)
    -14%, -1%, -7%
CCCCNC(=O)c1nn(-c2ccc(C)cc2)c(=O)n(C)c1=O
    -13%, -2%, 3%
CCN1CCN(c2csc3ccc(Cl)cc3c2=O)CC1
    -26%, 6%, -12%
Cc1ccc[n+](CC(=O)Nc2ccc(Cl)c([N+](=O)[O-])c2)c1
    8%, -2%, -4%
COc1ccc(-c2nnc(SCC(=O)Nc3ccc(Cl)cc3)s2)cc1
    -23%, -15%, -2%
Nc1ncc(CN2CCCC(C(=O)Nc3ccc(-c4ccco4)cc3)C2)cn1 (stereo not given)
    u, -8%, -15%
CCOc1ccc(/C=C/C(=O)Oc2ccccc2)cc1
    3%, 2%, -2%
C=CCNC(=O)C(=O)NCC1CCCN1S(=O)(=O)c1cccs1 (stereo not given)
    -2%, -9%, -1%
Cc1c(NC(=O)c2cc(-n3cnnc3)ccc2Cl)cccc1-c1nc2ccccc2s1
    -25%, 4%, 3%
COc1ccc(CNC(=O)C2CCCN2C)cc1OC (stereo not given)
    -9%, -7%, -5%
COCCCNC(=O)Cn1cnc(C(=O)Nc2ccc(C)c(C)c2)n1
    -12%, 21%, -9%
CCOC(=O)Cc1csc2nc3sc(C)c(C)c3c(=O)n12
    1%, -8%, -5%
Cc1c(Cc2ccccc2)sc(NC(=O)/C=C/c2cccc3ccccc23)c1C(N)=O
    3.7µM*, -1%, 20%
CC(C)NC(=O)N(C)C[C@H]1Oc2c(NC(=O)C3CC3)cccc2C(=O)N([C@H](C)CO)C[C@@H]1C
    -3%, 44%[activator], -1%
COCCCNC(=O)C1CC(=O)N(C2CCCC2)C1 (stereo not given)
    -25%, 4%, 25%
O=C1CCC[C@@H]2[C@@H](Cc3ccccc3)[C@@H](Nc3ccccc3)C[C@@H]3CCN1[C@@H]32
    u, -8%, x
O=C(CSc1ncc(-c2ccccc2)[nH]1)Nc1ccccc1
    u, 6%&-8%, -9%&0%
CCc1ccc(/C=C/C(=O)c2ccc(S(=O)(=O)N(C)C)cc2)cc1
    u, -6%, -2%
C=CCNC(=O)CC(=O)N/N=C/c1cccc(C)c1
    2%, 1%, -4%
Cc1cc(C)c(NC(=O)CN(C)CC(=O)Nc2cccc(S(=O)(=O)N(C)c3ccccc3)c2)c(C)c1
    u, -21%, -7%
CCOC(=O)CSc1nc2sc(C)c(C)c2c(=O)n1N
    -4%, -1%, 0%
O=S(=O)(c1ccc(SCCOc2ccccc2Cl)nc1)N1CCCC1
    u, 8%, -3%
COc1ccccc1C(C#N)N1N=C(C)CC1c1ccccc1 (stereo not given)
    -14%, -10%, -1%
Cc1ccc(C)c(S(=O)(=O)N2CCCOC2CNC(=O)C(=O)NCCCN2CCOCC2)c1 (stereo not given)
    0%, -3%, 0%
Cc1nn(-c2ccccc2)c2c1N(CCCC(=O)NCc1ccc(OC(C)C)cc1)C(=O)CS2
    15µM*, -14%, -4%
Fc1ccccc1-c1nnc2n1N=C(c1ccc(OC(F)F)c(OCC3CC3)c1)CS2
    x, -9%, 0%
CCCN1C(=O)S/C(=C/c2ccc(N3CCOCC3)o2)C1=O
    26µM*, 0%, -11%
COc1cccc(CNC(=O)CCCn2ncn3c(cc4occc43)c2=O)c1OC
    -22%, 5%, -4%
Cc1cc(C)c(C(=O)COC(=O)C2CCN(c3ccc(C(F)(F)F)cn3)CC2)c(C)c1
    u, u, -9%
COc1ccc(OCCC(=O)OCC(=O)NCc2ccccc2)cc1
    13%, 4%, 2%
CCCc1nnc(NC(=O)CCC(=O)NCc2ccccc2Cl)s1
    -2%, 13%, -25%
COc1ccc(NC(=O)c2cc3nc(-c4ccc(Cl)c(Cl)c4)cc(C(F)(F)F)n3n2)c(OC)c1
    10%, -3%, -3%
COc1cc(C)ccc1OCCOCCOc1cc(C)c(C)cc1Br
    u, 6%, -15%
Cc1noc(C)c1S(=O)(=O)NCc1cccc(Cl)c1
    2%, 16%, -2%
COc1ccc(COC(=O)CNC(=O)C2CCCCC2)cc1F
    14%, 8%, -3%

2 entries from above in a different format.
SMILES: CCCCNC(=O)c1nn(-c2ccc(C)cc2)c(=O)n(C)c1=O
  DT40 TDP1 CPT: -13%; FEN1 inh: -2%; GCN5L2 inh: 3%
SMILES: CCN1CCN(c2csc3ccc(Cl)cc3c2=O)CC1
  DT40 TDP1 CPT: -26%; FEN1 inh: 6%; GCN5L2 inh: -12%

Next part:
Every second line gives: DT40 TDP1 CPT, FEN1 inh, GCN5L2 inh
COC(=O)c1ccc(CSc2nc3ccc(Cl)cc3[nH]2)o1
    -19%, 1%, 2%
CCCCC(NC(C)=O)c1nc2ccccc2n1CCC (stereo not given)
    u, -5%, -3%
Cc1csc(NC(=O)CSc2nnc(NC(=O)NC(C)(C)C)s2)n1
    u, 4%, -13%
COc1ccc(/C(C)=N/NC(=S)Nc2cc(C)ccc2C)cc1
    23µM*, 0%, -8%
COC(=O)C1=C(NC(=O)c2cccc(OC)c2)CCS1
    -13%, 4%, 24%
CN(CCCN1CCOCC1)Cc1cn(C)nc1-c1ccccc1F
    23%, 10%, -20%
CC1=NN(Cc2ccccc2)C(=O)/C1=C/c1ccc(N(C)C)cc1
    u, -14%, -4%
O=Cc1c(NCc2cccc(F)c2)c2ccccc2[nH]c1=O
    12%, 3%, -2%
Cc1cc(NC(=O)CN2CCN(c3ncccn3)CC2)no1
    -1%, -4%, -4%
O=C(O)c1ccc(NC(=O)c2cc3c([nH]c2=O)CCCC3=O)cc1
    -3%, u, x
O=C(NCc1ccc2c(c1)OCO2)c1ccc(S(=O)(=O)C(F)F)cc1
    u, -2%, -1%
O=C(CSCc1ccc(Cl)cc1)N1CCN(Cc2ccc3c(c2)OCO3)CC1
    u, -22%, -13%
Cn1c(CNC(=O)c2ccco2)nnc1SCC(=O)N1CCN(c2ccccc2)CC1
    5%, 5%, -1%
C=C(C)CNC(=S)Nc1nc2c(cc1C(=O)OCC)CCCC2
    -1%, -11%, -3%
O=C1CC(c2cccc(F)c2)c2c(c3ccccc3[nH]c2=O)O1 (stereo not given)
    -7%, 7%, -5%
O=C(O)c1cccc(NC2=Nc3cccc4cccc2c34)c1
    7%, -11%, -6%
CCOC(=O)C1=C(CSc2nccn2C)NC(=O)NC1c1ccc(OC)cc1 (stereo not given)
    -2%, -12%, -7%
CCCCN(CC)C(=O)c1cc2cc3ccc(Cl)cc3nc2o1
    u, -21%, -9%
Cc1ccc(S(=O)(=O)N(Cc2ccccc2)c2ccccc2C(=O)NCc2cccnc2)cc1
    11%, -7%, 5%
CCC(C(=O)NCCc1ccccc1OC)n1nc(C)c2c(C)n(-c3ccccc3)nc2c1=O (stereo not given)
    u, 24%, 2%
O=C(NNC1=NS(=O)(=O)c2ccccc21)c1ccccc1Cl
    6%, 19%, 12%
COC(=O)c1ccc(NC(=O)CCn2cnnn2)c(C)c1
    x, 5%, -4%
CCc1ccc2oc(C(=O)Nc3ccc(S(N)(=O)=O)cc3)c(C)c2c1
    7%, -13%, -4%
Cc1cccc(NC(=S)N/N=C/c2c[nH]c3ccccc23)c1
    2.6µM*, -17%, -7%
O=C(CCc1ccc(S(=O)(=O)NCCc2ccccc2)cc1)NCc1ccco1
    -26%, -1%, 0%
